# RmlC RmlD mix: inhibitors of RmlC and RmlD coupled enzymes | RmlC/RmlD coupled enzyme inhibition, 384-well mixture HTS | inhibition, % at 5.5 µM | 0.39% of 110,000 active; in the data active means inhibition above about 30%, passing the limit was not always enough; inconclusive means no clear call, values can overlap the other calls; further: strong numbers were not always called active
# HIV RNase H inh: blocks HIV-1 RNase H cleavage of RNA/DNA duplex. P04585. RT-RNase H RNA/DNA duplex cleavage, fluorescence. inhibition, % at 10 µM. 1.9% of 65,000 active. AID 565; in the data active means inhibition above about 50%
# An asterisk follows results filed as active; i = inactive; u = inconclusive; x = not tested or not shown. Some of the compounds tested; count on the stated rates, not on these rows.
SMILES,RmlC RmlD mix,HIV RNase H inh
Cc1ccc(-c2ccc(C(=O)NCc3ccc(Cl)cc3)o2)c2ccccc12,-2,x
O=C(NCCCCNC(=O)c1ccc(Cl)s1)c1ccc(Cl)s1,4,x
CN1CCN(CCc2nc3cc(NC(=O)COc4ccccc4)ccc3n2C)CC1,x,-2
O=[N+]([O-])c1cccnc1N1CCC(c2cc(-c3cccc(C(F)(F)F)c3)n[nH]2)CC1,-9,x
Cc1ccc(CNC(=O)c2csc3c2CCCCC3)cc1,7,x
Cc1nonc1NC(=O)CSc1nc(C2CCCCC2)nc2ccccc12,6,-7
O=C(NCc1ccccc1)C(Cc1ccccc1)N1C(=O)C2C3CCC(C3)C2C1=O (stereo unspecified),-24,x
COc1ccc(-c2nnc(SCC(=O)Nc3ccc(C)cc3)n2C)cc1,0,-5
CC(=O)N1CCN2C(=O)C1CCCC(=O)c1cc(C3CCCCC3)ccc12 (stereo unspecified),9,-5
c1ccc2[nH]c(NC3=NCCC3)nc2c1,-12,-6
Cc1ccc(S(=O)(=O)N(CC(=O)N/N=C/c2ccco2)Cc2ccccc2)cc1,9,x
Cc1ccc(C2c3c(oc4ccccc4c3=O)C(=O)N2CCCN2CCOCC2)o1 (stereo unspecified),-7,x

# Laid out differently: entries from further up
Cc1ccc(-c2ccc(C(=O)NCc3ccc(Cl)cc3)o2)c2ccccc12
  RmlC RmlD mix = -2 | HIV RNase H inh = x

O=C(NCCCCNC(=O)c1ccc(Cl)s1)c1ccc(Cl)s1
  RmlC RmlD mix = 4 | HIV RNase H inh = x

# Further compounds follow:
SMILES,RmlC RmlD mix,HIV RNase H inh
NC(N)=N/N=C/c1ccc(OCc2ccccc2)cc1,-5,x
Cc1ccc(C)c(CN2C(=O)C3CCCN3c3ccc(S(=O)(=O)N4CCOCC4)cc32)c1 (stereo unspecified),1,x
Cc1ccc(N=Cc2ccc(O)cc2O)cc1F,-5,0
COCCCNC(=O)CSC1=Nc2ccccc2C2=NC(Cc3c[nH]c4ccccc34)C(=O)N12 (stereo unspecified),x,-10
CCOc1ccccc1NC(=O)NC1CCN(CC(=O)Nc2ccc3c(c2)OCCO3)CC1,3,-13
CCCCOc1ccc(/C=C/C(=O)NCCc2nc3ccccc3[nH]2)cc1,-2,x
CN(CCC(=O)Nc1ccc2c(c1)OCO2)Cc1ccccc1,-11,-12
CCCC[C@@H]1CNC(=O)C(=O)N1CCCc1cc(OC)c(OC)c(OC)c1,7,x
O=C(COC(=O)Cn1cnc2ccccc21)NCCC1=CCCCC1,1,-16
CC(C)CNC(=O)COc1ccc2c3c(c(=O)oc2c1)CCC3,0,-6
CCN1CCCC1CNc1ncnc2c1[nH]c1ccc(F)cc12 (stereo unspecified),10,-1
Cc1ccccc1OCc1nnc(SCC(=O)Nc2ccc3nc(SCC(=O)NC(C)(C)C)sc3c2)n1C,-14,x
CCOc1ccc(NC(=O)CN(C)c2ccc(S(=O)(=O)N3CCOCC3)cn2)cc1OCC,-13,x
O=[N+]([O-])c1ccc2c(c1)C(O)n1nc(-c3ccc(Cl)cc3Cl)nc1S2 (stereo unspecified),10,x
CN1C(=O)/C(=C\c2ccc(N3CCCCC3)o2)C(=O)NC1=S,2,x
Cc1ccc(N(CC(O)COCc2ccco2)S(=O)(=O)c2ccc(C)cc2)cc1 (stereo unspecified),-2,-2
CC(=O)c1c(C)n([O-])c2ccccc2[n+]1=O,-6,28
COC(=O)C1(C)Nc2ccccc2C(=O)N1c1ccccc1C (stereo unspecified),-1,-3
c1csc(-c2nnc(Cc3cccc4ccccc34)o2)c1,-15,x
CCOC(=O)N1CCN(C(=O)c2ccccc2N(C)S(C)(=O)=O)CC1,-2,-5
CCSCc1nnc(SCC(=O)Nc2nc3ccccc3s2)n1C,-13,7
Clc1ccc(/C=N/Nc2nn[nH]n2)cc1,-5,x
CCN(CC)CCCN1C(=O)C(O)=C(C(=O)c2sc(C)nc2C)C1c1ccco1 (stereo unspecified),12,-7
Cc1cc(N2CCN(C)CC2)nc2ccc(NC(=O)c3cccnc3Cl)cc12,-10,x
CCOC(=O)N1CCN(C(=O)c2ccc(CS(=O)(=O)c3ccc(OC)cc3)o2)CC1,-14,-8
CCOC(=O)c1cc(-c2ccccc2)sc1NC(=O)C(C)Sc1nnnn1C (stereo unspecified),0,14
O=C(CN1C2CCCC1CC(NC(=O)c1ccco1)C2)Nc1ccccc1 (stereo unspecified),-195,x
C[C@@H]1CCC[C@]2(O[C@@H](CCO)C[C@H](O)[C@H]2O)O1,i,x
Cc1c(N=C/C=C2\N(C)c3ccccc3C2(C)C)c(=O)n(-c2ccccc2)n1C,5,9
O=C(C1CSC2(c3ccc(F)cc3)CCC(=O)N12)N1CCCCCC1 (stereo unspecified),-10,-8
COCCNC(=O)C1CCN(S(=O)(=O)c2ccccc2)CC1,-113,1
Cc1ccc(O)c(C2=Nc3ccccc3N=C(c3ccco3)C2)c1,7,x
CN(C)c1nc(SCc2ccccc2Cl)nc2c1CCCC2,1,x
CN1CCN(C2CC(=O)N(Cc3ccc(N4CCCC4=O)cc3)C2=O)CC1 (stereo unspecified),8,x
N#CC1=C(SCc2ccccc2)NC(=O)C(C#N)C12CCCC2 (stereo unspecified),7,-2
CCN(C(=O)CSc1ncn[nH]1)c1cccc2ccccc12,x,-11
O=C(Cc1ccc(F)cc1)N(c1ccc(F)cc1)C1C=CS(=O)(=O)C1 (stereo unspecified),18,-11
Cc1ccc(C)c(C(=O)c2c(C)nc3sccn23)c1,-4,-14
CCOC(=O)Cn1ccc(O)c(Cc2ccc(Cl)cc2Cl)c1=O,0,x
N#Cc1c(N)nc2c(c1-c1cccc(O)c1)CCCCCC2,x,-14
Cc1ccc2nsnc2c1S(=O)(=O)N(Cc1cc2cccc(C)c2[nH]c1=O)CC1CCCO1 (stereo unspecified),22,-5
O=C(CCCCCCC(=O)Nc1ccccc1)NO,-9,x
NC(=O)c1cc2ccccc2oc1=NCc1ccccc1,10,x
Cc1nc2ccccc2n2c(-c3ccccc3)c3c(=O)n(C)c(=O)n(C)c3c12,-17,x
COC(=O)c1cc(OC)c(OC)cc1NC(=O)CN1CCCCC1,9,3
COc1ccc(Cl)cc1NC(=O)CSc1nncn1-c1cccnc1,4,-16
Cc1ccc2oc3c(c(=O)c2c1)C(c1ccc(F)cc1)N(CCCN1CCOCC1)C3=O (stereo unspecified),-8,0
Cn1nnc(NC(=O)CSc2ncn[nH]2)n1,11,-1
Cc1ccc2nc(SCC(=O)NCC3CCCO3)c(C#N)cc2c1 (stereo unspecified),-18,59*
CCOC(=O)C(=O)Nc1ccccc1C(=O)Nc1ccc(OC)cc1,9,x
Cc1cccc(-n2c(C)nc3sccc3c2=O)c1,1,x
N#CCSc1nc2sc3c(c2c(=O)n1C1CCCCC1)CCCC3,4,-1
O=S(=O)(c1ccccc1)N(CC(O)Cn1c2ccccc2c2ccccc21)c1ccccc1 (stereo unspecified),5,x
O=C(O)c1cccc(NC(=O)C2C3C=CC(C3)C2C(=O)OCC(F)(F)C(F)F)c1 (stereo unspecified),-17,-11
Cc1nnc(N2CCc3ccccc3C2)[nH]c1=O,4,-1
O=C(c1ccco1)N1CCN(S(=O)(=O)c2cccc(C(F)(F)F)c2)CC1,-12,-6
C[C@H](NC(=O)c1nc[nH]c1C(=O)NCCCCCNC(=O)OC(C)(C)C)C(=O)OC(C)(C)C,-15,x
O=P(Cc1cccc[n+]1[O-])(c1ccccc1)c1ccccc1,-5,x
CCC(C)n1[nH]c(=O)cc1N (stereo unspecified),-10,0
COc1cc([C@@H]2c3cc4c(cc3[C@@H](NC3CCN(Cc5ccccc5)CC3)[C@H]3COC(=O)[C@H]23)OCO4)cc(OC)c1O,-12,x
# Next part.
SMILES,RmlC RmlD mix,HIV RNase H inh
CN(C)S(=O)(=O)c1cc(C(=O)NCCCn2ccc3ccccc32)ccc1Cl,-16,7
CCCCNC(=O)CC1SC(=NCC)N(CC)C1=O (stereo unspecified),-2,x
COc1ccc(NC(=O)NCCCN2CCCC2=O)c(OC)c1,-10,x
COc1ccc(OCC(=O)N2CCN(C(=O)c3cccc(F)c3)CC2)cc1,-12,x
CCCCOC(=O)Nc1ccc(N2CCOCC2)cc1,3,-10
COc1cc(NC(=O)CCN2CCN(Cc3ccccc3)CC2)cc(OC)c1,-8,4
COC(=O)c1cc(C#N)c(SCc2ccccc2)nc1C,-7,x
CC(=NCc1cccnc1)c1c(O)n(-c2ccc(C)cc2)c(=O)[nH]c1=O,4,-7
Cc1cccc(Oc2ccccc2N)c1,-23,x
CN(C)c1ccc(NC(=O)c2ccncc2)c2ccccc12,-1,-8
CCC(=O)c1cn(CC(=O)NCc2ccco2)c2ccccc12,-2,x
CCCC(=O)Nc1ccc(C(=O)N2CCCC2)cc1,8,19
COc1cccc(-c2cc(=O)c3cc(NC(=O)c4ccc(Cl)cc4)ccc3[nH]2)c1,u,x
Cc1nnc(SCC(=O)Nc2cccc(C(F)(F)F)c2)n1Cc1ccco1,1,-2
O=C1C2C3c4ccccc4C(c4ccccc43)C2C(=O)N1Cc1cccnc1 (stereo unspecified),1,x
CC(=O)NC12CC3CC(CC(CC(=O)O)(C3)C1)C2,-10,x
COc1ccc(C=Nc2cccc3c(=O)[nH][nH]c(=O)c23)c2ccccc12,-8,x
c1cc2c(cc1-c1cnc3n1CCC3)OCCO2,-6,-26
Cc1cccnc1NC(=O)Nc1cccc(C(F)(F)F)c1,5,12
O=C(COc1ccc(Cl)cc1)Nc1ccccc1N1CCOCC1,7,0
COc1ccc(N2C(=O)C3CCCN3C2c2ccccc2F)cc1 (stereo unspecified),7,-7
CCS(=O)(=O)N1CCN(c2ccccn2)CC1,5,x
Cc1nc2c(-c3ccc(F)cc3)c(C)nn2c(N2CCOCC2)c1C,7,-2
Cc1cc(/C=C2/SC(=S)N(c3cccc(Cl)c3)C2=O)c(C)n1-c1cccnc1,17,x

# A different layout for 20 compounds above.
# Below each SMILES: RmlC RmlD mix	HIV RNase H inh
CCCCNC(=O)CC1SC(=NCC)N(CC)C1=O (stereo unspecified)
 : -2	x
COc1ccc(NC(=O)NCCCN2CCCC2=O)c(OC)c1
 : -10	x
COc1ccc(OCC(=O)N2CCN(C(=O)c3cccc(F)c3)CC2)cc1
 : -12	x
CCCCOC(=O)Nc1ccc(N2CCOCC2)cc1
 : 3	-10
COc1cc(NC(=O)CCN2CCN(Cc3ccccc3)CC2)cc(OC)c1
 : -8	4
COC(=O)c1cc(C#N)c(SCc2ccccc2)nc1C
 : -7	x
CC(=NCc1cccnc1)c1c(O)n(-c2ccc(C)cc2)c(=O)[nH]c1=O
 : 4	-7
Cc1cccc(Oc2ccccc2N)c1
 : -23	x
CN(C)c1ccc(NC(=O)c2ccncc2)c2ccccc12
 : -1	-8
CCC(=O)c1cn(CC(=O)NCc2ccco2)c2ccccc12
 : -2	x
CCCC(=O)Nc1ccc(C(=O)N2CCCC2)cc1
 : 8	19
COc1cccc(-c2cc(=O)c3cc(NC(=O)c4ccc(Cl)cc4)ccc3[nH]2)c1
 : u	x
Cc1nnc(SCC(=O)Nc2cccc(C(F)(F)F)c2)n1Cc1ccco1
 : 1	-2
O=C1C2C3c4ccccc4C(c4ccccc43)C2C(=O)N1Cc1cccnc1 (stereo unspecified)
 : 1	x
CC(=O)NC12CC3CC(CC(CC(=O)O)(C3)C1)C2
 : -10	x
COc1ccc(C=Nc2cccc3c(=O)[nH][nH]c(=O)c23)c2ccccc12
 : -8	x
c1cc2c(cc1-c1cnc3n1CCC3)OCCO2
 : -6	-26
Cc1cccnc1NC(=O)Nc1cccc(C(F)(F)F)c1
 : 5	12
O=C(COc1ccc(Cl)cc1)Nc1ccccc1N1CCOCC1
 : 7	0
COc1ccc(N2C(=O)C3CCCN3C2c2ccccc2F)cc1 (stereo unspecified)
 : 7	-7

# (cont.)
SMILES,RmlC RmlD mix,HIV RNase H inh
C=CCOC(=O)C1=C[C@H](c2cn(C(C)=O)c3ccccc23)[C@@H](CCCO)[C@H](OCC)O1,10,x
CC(C)OC(=O)C1C(=O)CC(C)(O)C(C(=O)OC(C)C)C1c1cccnc1 (stereo unspecified),6,-13
CCCN(Cc1cc2cc(OC)ccc2[nH]c1=O)C(=O)c1ccncc1,14,-4
Cc1nc(N2CCCCC2)c2sc(=S)n(C)c2n1,6,-11
O=C(c1cccnc1NCc1ccccc1)N1CCOCC1,0,2
O=C(C1CCCN(S(=O)(=O)c2cnc[nH]2)C1)N1CCN(c2ccc(Cl)cc2)CC1 (stereo unspecified),-4,-4
O=C(N/N=C/c1ccccn1)c1ccco1,14,x
COc1cccc(N2CCN(C(=O)C3C4C=CC5(CN(Cc6ccccc6Cl)C(=O)C35)O4)CC2)c1 (stereo unspecified),-9,5
Oc1cccc2ccc(/C=C/c3cccs3)nc12,10,x
Cc1cc(Cl)cc(Cl)c1OCC(=O)NCc1ccco1,11,-24
CCOc1ccc(N(CC(=O)N2CCCC2)S(=O)(=O)c2c(C)noc2C)cc1,-8,-8
Cc1nn(Cc2c(Cl)cccc2Cl)c(C)c1NC(=O)c1sc2ccccc2c1Cl,16,x
COc1cccc(/C(O)=C2/C(=O)C(=O)N(CCCN3CCOCC3)C2c2ccncc2)c1 (stereo unspecified),3,x
COc1ccc(C(C)=O)cc1CN1CCCCC1,2,x
CN(C)CCCNc1cn[nH]c(=O)c1Cl,-15,x
O=C(N/N=C/c1ccco1)c1cc(-c2ccccc2)n[nH]1,-7,x
N#Cc1cc2c(nc1SCc1cccnc1)CCCCC2,5,-71
OC(c1ccccc1)C1CN(Cc2ccccc2)CCC1(O)c1ccccc1 (stereo unspecified),4,-4
O=C1C2C3C=CC(C3)C2C(=O)N1c1ncn[nH]1 (stereo unspecified),-4,13
CN(CC(=O)NCCc1ccccc1)S(=O)(=O)c1ccc(Br)cc1,9,x
O=C(COc1ccc(Cl)cc1Cl)N1CCCCCC1,-2,-11

# Compound activity: PubChem BioAssay, several laboratories
